Granule exo inh: blocks lytic granule exocytosis | TALL-104 LAMP-1 surface exposure, flow cytometry; cells stimulated with thapsigargin and PMA | inhibition, % at 10 µM | hit rate 0.66% among 360,000 | AID 651702;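 active = inhibition above about 55%, limit read from the data; inconclusive = no clear call, values can overlap the other calls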
H9c2 protect: protects H9c2 cardiomyocytes from peroxide injury; H2O2 injury protection, ATPLite, 2 h; protection from H2O2 cell death, % at 20 µM; hit rate 0.63% among 360,000;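 active = compounds giving at least 50% protection of heart cells from peroxide-induced death in the single-dose screen, raw or plate-pattern-corrected value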;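 also: 0% = DMSO wells with peroxide and 100% = DMSO wells without peroxide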
ABCB6 inh 2: blocks the human ABCB6 transporter | fluorescence ratio to DMSO, % at 10 µM | K562-ABCB6 porphyrin accumulation, flow cytometry, 1 h; hits give low values | Q9NP58 | hit rate 0.19% among 360,000;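 active = fluorescence ratio to DMSO below 75%, the collection mean minus 3 SD; inconclusive = too few cells collected in the well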;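 also: signal is porphyrin accumulated inside mitochondria; 100% equals median channel fluorescence of DMSO control wells; lower ratio means ABCB6 inhibition with less porphyrin fluorescence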
Target sequence (Q9NP58 whole entry, looked up): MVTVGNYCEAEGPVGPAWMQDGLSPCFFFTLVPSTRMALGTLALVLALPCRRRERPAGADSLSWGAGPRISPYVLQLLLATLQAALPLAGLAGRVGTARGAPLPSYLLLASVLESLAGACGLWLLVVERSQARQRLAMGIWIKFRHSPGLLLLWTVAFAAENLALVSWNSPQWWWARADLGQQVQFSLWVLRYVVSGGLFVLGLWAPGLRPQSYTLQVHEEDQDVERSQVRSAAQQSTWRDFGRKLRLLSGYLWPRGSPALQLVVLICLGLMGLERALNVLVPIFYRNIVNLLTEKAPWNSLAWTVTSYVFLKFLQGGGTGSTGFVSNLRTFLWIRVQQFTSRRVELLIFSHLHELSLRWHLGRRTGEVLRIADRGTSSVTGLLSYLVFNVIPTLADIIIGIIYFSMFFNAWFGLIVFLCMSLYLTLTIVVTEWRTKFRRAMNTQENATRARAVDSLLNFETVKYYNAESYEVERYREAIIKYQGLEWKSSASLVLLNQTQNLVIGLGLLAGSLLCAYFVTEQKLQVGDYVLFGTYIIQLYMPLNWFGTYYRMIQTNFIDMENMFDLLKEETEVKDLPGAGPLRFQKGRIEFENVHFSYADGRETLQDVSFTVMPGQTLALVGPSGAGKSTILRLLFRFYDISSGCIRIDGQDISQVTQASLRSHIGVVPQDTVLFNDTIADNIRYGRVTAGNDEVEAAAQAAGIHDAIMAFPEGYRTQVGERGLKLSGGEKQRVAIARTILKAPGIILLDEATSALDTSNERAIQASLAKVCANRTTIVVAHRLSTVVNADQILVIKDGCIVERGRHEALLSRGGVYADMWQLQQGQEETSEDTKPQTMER
PDI inh: PDI (human) enzyme inhibition | PDI insulin aggregation turbidity, A650, 90 min | inhibition, % at 10 µM | hit rate 0.052% among 350,000;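 active = mean inhibition across replicates of 30% or more, whatever share of single replicates reach that level; inconclusive = mean inhibition below 30% while every single replicate reaches 30%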;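 also: absorbance from insulin aggregation driven by PDI reduction with DTT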
hiPSC survival: increases survival of single human iPS cells | AID 602274 | survival enhancement, % at 20 µM | hit rate 0.044% among 360,000 | hiPSC single-cell survival, ATPlite luminescence; 100% = ROCK inhibitor wells, 0% = DMSO; in the data active = survival enhancement above about 18%;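 also: cells exposed to compounds for 16 hours before the ATP read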
CaV13 FRET inh: Disruptors of the CACNA1D IQ motif to Ca2+-dependent inactivation inhibitor domain association, primary screening, Förster resonance energy transfer in intact living …. HEK cells, CFP/YFP FRET ICDI-IQ, plate reader, 10 min; percent FRET-ratio fall versus neutral wells. hit rate 0.098% among 340,000. AID 743397. inhibition, % at 12.3 µM;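 active = mean replicate inhibition of at least 30% and at least 1% of replicates passing that level; inconclusive = only one of the two criteria is met; inactive = neither criterion is met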;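 also: 0% = median of the neutral control wells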
Vif inh: HIV Vif inhibition | HEK293T cells, Vif self-association by quenched fluorescence, imaging, 24 h | inhibition, % at 7.49 µM | hit rate 0.35% among 340,000; in the data active = inhibition above about 50%, passing the limit was not always enough; inconclusive = no clear call, values can overlap the other calls; inactive = below about 31%; also: some results filed as inactive read as strong as hits
N-glyco inh: N-linked glycosylation inhibition; hit rate 0.23% among 360,000; AID 588692; D54 ERlucT glycosylation luciferase reporter, 24 h; percent of 100 nM tunicamycin response; reporter increase, % at 12.5 µM;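 active = mean luciferase reporter signal, scaled so untreated is 0 and the glycosylation-blocking control 100, at or above a set limit in every replicate; inconclusive = mean reaches the limit but not every replicate does; inactive = mean below the limit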;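 also: luciferase carries N-glycosylation sites so blocking glycosylation raises the light; 0% = median of neutral control wells and 100% = median of 100 nM tunicamycin wells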
aDG glyco up: increases alpha dystroglycan glycosylation. Pro5-aDG cells, alpha-DG glycosylation AlphaScreen (IIH6); 0% Pro5, 100% B10-LARGE cell signal. activation, % at 10 µM. AID 624168. hit rate 0.22% among 360,000;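 active = activation of at least 8% versus controls, or a plate z-score of at least 8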;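 also: Pro5 are CHO cells carrying HIG-tagged alpha-DG that lacks glycosylation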
m5-HT2A agonist: agonists of mouse serotonin 5-HT2A receptor (HTR2A); P35363; CHO-K1 mHTR2A beta-arrestin complementation, luminescence; percent of 30 µM serotonin response; activation, % at 7.6 µM; hit rate 0.66% among 360,000; AID 624169;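 active = activation above a run cutoff, the mean activation of all tested compounds plus 3 SD, cut at about 14% in these data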;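 also: 0% = plate median of compound wells and 100% = 30 µM serotonin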
Starred values were filed as active, the others as inactive; ? = inconclusive; · = no result given.

The line under a structure holds: aDG glyco up | ABCB6 inh 2 | N-glyco inh | Granule exo inh | CaV13 FRET inh | Vif inh | hiPSC survival | H9c2 protect | PDI inh | m5-HT2A agonist
- COc1cccc(NC(=O)CN(C)C(=O)c2ccc3[nH]c4c(c3c2)CC(C)CC4)c1 (centres undefined)
 : 0.4 | 104.0 | 6.3 | -0.1 | -6.7 | · | -0.6 | 0.8 | -2.5 | -3.2
- CN1C(=O)/C(=C2\SC(=S)N(CCCCCC(=O)O)C2=O)c2ccccc21
 : 0.1 | 102.0 | 1.7 | 1.9 | -3.0 | -0.6 | 1.8 | 3.3 | -3.1 | -0.9
- Cc1c(Cl)cccc1NC(=O)CNCc1ccccc1F
 : 0.0 | 95.0 | 0.1 | 3.3 | 0.7 | 11.8 | 1.0 | -6.0 | 1.1 | 5.5
- COc1ccc(CNC(=O)C2Cc3c(-c4ccc5c(c4)OCO5)ccnc3O2)cc1OC (centres undefined)
 : -0.4 | 96.0 | 18.4 | -11.6 | -11.5 | -6.2 | 0.2 | 27.1 | -6.6 | 3.9
- Cc1cccc(C(=O)N2CCNC(=O)C2CC(=O)Nc2cccc(Cl)c2)c1 (centres undefined)
 : 0.0 | 100.0 | · | 0.9 | -2.0 | · | -0.4 | -0.9 | 5.6 | -5.4
- C=CCN(C(=O)C1CSC2(C)CCC(=O)N12)c1nc(-c2ccccc2)cs1 (centres undefined)
 : -0.1 | 83.0 | 3.9 | 0.2 | -2.6 | -5.5 | -0.5 | 0.7 | 10.7 | -2.0
- Cc1cc(C)c(S(=O)(=O)c2ccccc2)c(OC(=O)c2c(F)cccc2F)n1
 : 0.4 | 91.0 | 2.4 | 5.7 | -3.1 | 3.8 | 2.3 | 6.9 | 6.0 | -0.6
- CCCN(CC(=O)Nc1ccccc1OC)C(=O)c1cc(-c2cccs2)nn1-c1ccccc1
 : 0.3 | 92.0 | -4.3 | -0.4 | -14.4 | 1.7 | -0.2 | -2.7 | -0.6 | -7.1
- COc1ccc(NC(=O)CN2C(=O)NC(C)(C3CC3)C2=O)cc1S(=O)(=O)N1CCOCC1 (centres undefined)
 : 0.5 | 98.0 | 0.0 | 3.2 | -6.3 | 1.5 | -0.5 | -3.2 | 15.4 | -1.9
- O=C(COC(=O)c1cc(-c2cccs2)nc2ccccc12)NC1CCS(=O)(=O)C1 (centres undefined)
 : -0.1 | 101.0 | -1.5 | 0.4 | -6.3 | -13.9 | -0.7 | 25.3 | -4.3 | 5.2
- CN(NC(=O)c1ccccc1F)c1ncccc1[N+](=O)[O-]
 : 0.0 | 88.0 | 0.7 | -2.9 | -13.3 | 6.1 | 1.9 | 2.5 | 0.4 | -2.2
- COc1ccc(C(=O)NC(CO)c2nnc(SCc3ccc(Cl)c(Cl)c3)n2C)cc1 (centres undefined)
 : 0.1 | 98.0 | 2.1 | -2.0 | · | 11.0 | 3.3 | -0.9 | 6.3 | -0.1
- Nn1nnc2ccccc21
 : -0.1 | 102.0 | 0.7 | -2.5 | -5.1 | -8.5 | 1.7 | 12.3 | -2.5 | 1.6
- CCc1ccc(C2N3CC4([N+](=O)[O-])CN2CC([N+](=O)[O-])(C3)C4(C)C)cc1 (centres undefined)
 : 0.0 | 95.0 | -3.6 | -2.0 | -2.9 | -8.7 | 2.1 | -2.3 | -0.3 | 4.9
- CCC1CCCCN1C(=O)COC(=O)c1cc(=O)[nH]c2ccccc12 (centres undefined)
 : 0.0 | 100.0 | 1.8 | -10.1 | -2.8 | -2.0 | -2.1 | 9.9 | -0.2 | 0.6
- CC(C)NC(=O)C1Cc2c(-c3ccc4c(c3)OCO4)ccnc2O1 (centres undefined)
 : 0.0 | 93.0 | 3.1 | -3.4 | -1.8 | ? | -1.3 | 5.2 | -2.3 | -3.1
- O=C(c1cc(C2CC2)nn1-c1ccccc1)N1CCN(c2ncc(C(F)(F)F)cc2Cl)CC1
 : 0.0 | 97.0 | -0.4 | -2.5 | -2.9 | 0.4 | 2.0 | -2.9 | -0.2 | -7.4
- O=C(CC(=O)c1ccccc1O)c1cccc(F)c1
 : 1.6 | 100.0 | 3.6 | -4.2 | · | -4.0 | -0.5 | 10.6 | -3.4 | -2.3
- COc1ccc(C(=O)Nc2nncs2)cc1S(=O)(=O)N1CCOCC1
 : 0.0 | 97.0 | 1.2 | -18.5 | -5.4 | -2.6 | 0.9 | 5.4 | -7.3 | 0.1
- Cc1cc2nncn2c2ccccc12
 : -0.1 | 89.0 | 5.7 | -3.8 | -3.1 | · | 1.7 | 14.5 | -9.7 | 2.0
- COCCNC(=O)C(c1ccccc1F)N(C(=O)C(=O)NC1CCCC1)C1CCCCC1 (centres undefined)
 : 0.1 | 89.0 | 3.8 | -0.7 | -1.6 | -3.9 | -3.8 | 1.2 | -2.2 | -2.5
- NNc1ccc([N+](=O)[O-])c2[nH][nH]c(=O)c12
 : 0.0 | 106.0 | -2.6 | 3.0 | -14.1 | -2.3 | 2.0 | 0.2 | -6.6 | -0.7
- CC1CCCN(c2sc(S(C)(=O)=O)nc2S(=O)(=O)c2ccc(Cl)cc2)C1 (centres undefined)
 : 0.4 | 87.0 | -0.4 | -0.9 | -2.0 | -3.2 | -0.2 | -3.6 | 2.3 | -5.9
- N#Cc1c(SCC(N)=O)nsc1SCc1ccccc1Cl
 : -0.1 | 94.0 | 0.1 | 1.9 | · | -3.6 | 0.2 | -20.7 | 13.6 | 3.6
- Cc1ccc(C(=O)Nc2nnc(NC(=S)Nc3ccccc3)s2)cc1
 : 0.4 | 98.0 | 0.4 | 0.6 | 7.3 | -3.8 | 0.0 | -12.0 | -7.7 | 6.8
- CCOC(=O)c1c(OCC)[nH]c2c1cc(O)c1ccccc12
 : 0.5 | 97.0 | 0.5 | -2.4 | -5.5 | -5.0 | 1.7 | -13.6 | -2.8 | -4.8
- CC(C)CNC(=O)C1CCN(c2ccc(S(=O)(=O)N3CCOCC3)cc2[N+](=O)[O-])CC1
 : 0.0 | 96.0 | 2.5 | 0.3 | 1.1 | 1.6 | 0.4 | -4.8 | -2.4 | 6.0
- Cc1nnc2sc(SCC(=O)Nc3cccc(Cl)c3)nn2c1=O
 : 0.1 | 93.0 | 6.2 | -1.5 | -6.6 | -3.8 | -0.4 | -1.9 | -1.7 | -1.8
- Cc1c(OCC(=O)N2CCC(C(=O)O)CC2)ccc2c1oc(=O)c1ccccc12
 : 0.0 | 96.0 | -2.0 | 0.5 | · | -3.2 | 2.1 | -1.0 | · | -0.8
- CCC(=O)Nc1c2c(nn1-c1cccc(Cl)c1)CSC2
 : 0.1 | 93.0 | -0.9 | -5.7 | -5.9 | 5.1 | -0.5 | -3.3 | 14.3 | 4.3
- COc1cccc(OC)c1OCCCOc1ccc([N+](=O)[O-])cc1Cl
 : 0.4 | 104.0 | -4.1 | 3.3 | -2.7 | 0.2 | -0.3 | -0.6 | -2.1 | -3.2
- Cc1noc(C)c1S(=O)(=O)Nc1ccc(C(C)C)cc1
 : -0.4 | 98.0 | -0.8 | -4.1 | -7.0 | 22.6 | 0.6 | -5.1 | -3.5 | -3.6
- O=C1CCC2S/C(=C/Nc3ccc(C(F)(F)F)cc3)C(=O)N12 (centres undefined)
 : -0.2 | 95.0 | -1.6 | -0.6 | -2.0 | 2.9 | 4.7 | 1.1 | -11.1 | -7.0
- C#CC1(O)CCC2C3CCC4=Cc5oncc5CC4(C)C3CCC21C (centres undefined)
 : -0.2 | 98.0 | -5.5 | -3.0 | -6.5 | -6.9 | -1.9 | -0.9 | 2.1 | -5.8
- COc1ccc(C2SCC(=O)N2Cc2ccccc2)cc1 (centres undefined)
 : 0.0 | 100.0 | 2.4 | 1.4 | -4.2 | 0.8 | 0.0 | -5.6 | 2.6 | 1.1
- COc1ccc2nc(N3C(=O)CC(Cc4cc(C)cc(C)c4)C3=O)sc2c1 (centres undefined)
 : 0.0 | · | 1.7 | -2.8 | · | 1.5 | -1.3 | -3.9 | 6.7 | -2.5
- COc1ccc(NC(=S)Nc2ccccc2SC)c(OC)c1
 : 0.6 | 110.0 | 0.5 | 3.1 | -2.2 | 2.2 | -1.3 | 0.5 | -7.8 | 7.3
- COc1ccncc1-c1ccccc1C1=CC(=O)CC(C)(C)C1=O
 : 0.1 | 100.0 | 1.8 | 2.9 | -5.6 | · | 0.5 | 3.0 | -1.5 | -4.9
- CC(C)N(CC(N)=O)C(=O)c1sc2cc(F)ccc2c1Cl
 : -0.1 | 92.0 | 4.7 | 2.2 | -7.7 | -9.2 | -0.1 | 0.0 | 8.9 | 2.1
- COC1CCCCC1NS(=O)(=O)c1ccccc1 (centres undefined)
 : 0.1 | 98.0 | 2.0 | 0.2 | · | · | 2.7 | -1.9 | 8.0 | 13.4
- CC1(C(=O)NS(=O)(=O)c2ccccc2C(F)(F)F)CCN1C(=O)CCc1ccccc1 (centres undefined)
 : 0.1 | 95.0 | 1.3 | 2.9 | -4.8 | 20.2 | -0.7 | -1.0 | 0.4 | -3.8
- Cc1nc([N+](=O)[O-])cn1CCCCN1C(=O)c2ccccc2C1=O
 : -0.1 | 99.0 | 5.3 | 10.9 | 7.7 | 0.1 | -0.8 | 3.4 | -0.6 | 11.5
- COc1ccc(Nc2ncc(C(=O)N3CCN(Cc4ccccc4)CC3)c3ccccc23)cc1
 : -0.5 | 91.0 | 3.2 | -0.6 | -5.6 | -1.3 | -0.3 | 9.9 | 1.0 | -5.0
- O=C(O)CN1C(=O)/C(=C\c2cccc(OCc3ccc(F)cc3)c2)SC1=S
 : -0.2 | 100.0 | 0.2 | 3.2 | -17.8 | · | 0.4 | -5.3 | 12.8 | 0.0
- O=C(NC1CCCCC1)C(c1ccc(F)cc1)N(Cc1ccco1)C(=O)Cn1nnc2ccccc21 (centres undefined)
 : -0.1 | 100.0 | -0.7 | -2.1 | -6.7 | -2.9 | -1.9 | -2.4 | -5.2 | -0.1
- Cc1ccc(NS(=O)(=O)c2ccc(-n3cccn3)cc2)c(Br)c1
 : 0.3 | 97.0 | 0.1 | -1.1 | -5.7 | -18.4 | 7.6 | -8.7 | -7.7 | 2.1
- COc1ccc(SC2=C[C@@]3(O)CC[C@@H](O)[C@@](Sc4ccc(OC)cc4)(C2=O)[C@H]3O)cc1
 : -0.1 | 101.0 | · | -7.0 | -7.3 | · | -1.0 | · | · | -1.9
- COCCCN1C(=O)C(=O)/C(=C(/O)c2ccc(OC)cc2)C1c1ccc(O)c(OC)c1 (centres undefined)
 : -0.1 | 112.0 | 2.0 | 5.4 | · | 0.1 | 4.2 | 2.0 | 9.7 | 6.2
- OC[C@@H]1CN(Cc2ccc(F)cc2)C[C@H](n2cnc3c(N4CCOCC4)ncnc32)O1
 : -0.1 | 94.0 | 1.9 | -5.1 | -12.4 | · | -0.3 | 4.7 | 7.7 | 8.2
- Cc1c(C(=O)Nc2nccs2)oc2ccccc12
 : 0.1 | 95.0 | -2.9 | -4.9 | -16.3 | · | -0.5 | -4.9 | -0.7 | -0.6
- CC(NC(=O)C12CC3CC(C1)CC(n1cncn1)(C3)C2)C12CC3CC(CC(C3)C1)C2 (centres undefined)
 : -0.3 | 101.0 | -3.3 | -0.9 | -6.7 | -26.8 | -1.7 | 10.9 | 17.3 | 0.0

High-throughput results from PubChem.

No enrichment for hits. About 3.1% of those tested had a hit in this group.
